# Assay outcomes deposited in PubChem BioAssay by National Center for Advancing Translational Sciences (NCATS).
# TDP1 inh: qHTS Assay for Inhibitors of Tyrosyl-DNA Phosphodiesterase (TDP1). recombinant TDP1, AlphaScreen DNA substrate cleavage. Tyrosyl-DNA phosphodiesterase 1 (Homo sapiens), Q9NUW8. AID 485290, 2010. Potency, µM (titrated, usually from 130 µM), for inactives: at the top dose activity change, negative = inhibition, actives largely listed as inhibitors. 350,000 compounds, 0.28% hits; further: nearly all actives have a fitted effect of over 40% in size
# Target sequence (Q9NUW8 whole entry, looked up): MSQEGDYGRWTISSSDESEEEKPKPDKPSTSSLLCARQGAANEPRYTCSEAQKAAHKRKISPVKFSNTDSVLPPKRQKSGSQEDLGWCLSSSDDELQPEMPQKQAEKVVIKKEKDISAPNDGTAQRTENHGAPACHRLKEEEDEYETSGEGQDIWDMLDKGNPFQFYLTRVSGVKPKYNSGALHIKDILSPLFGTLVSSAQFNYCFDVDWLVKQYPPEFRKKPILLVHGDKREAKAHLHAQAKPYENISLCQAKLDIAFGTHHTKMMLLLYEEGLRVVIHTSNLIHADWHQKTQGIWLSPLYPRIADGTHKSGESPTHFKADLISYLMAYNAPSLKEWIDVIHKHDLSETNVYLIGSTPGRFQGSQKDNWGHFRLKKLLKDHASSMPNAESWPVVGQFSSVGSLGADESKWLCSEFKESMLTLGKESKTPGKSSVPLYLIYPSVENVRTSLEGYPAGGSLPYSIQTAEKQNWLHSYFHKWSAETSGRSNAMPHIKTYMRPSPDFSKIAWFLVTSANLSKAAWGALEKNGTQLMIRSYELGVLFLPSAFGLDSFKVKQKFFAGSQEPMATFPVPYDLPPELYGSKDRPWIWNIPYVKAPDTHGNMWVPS
#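 E. coli-derived human Tdp1, 1 nM final. Cpd preinc 15 min RT; substrate 15 nM final, 5 min RT; AS bead mix 10 ug/ml final, 10 min RT. Signal loss = tyrosine-FITC cleavage. No-enzyme wells = max signal.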
# TDP1 cell CPT: qHTS for Inhibitors of human tyrosyl-DNA phosphodiesterase 1 (TDP1): qHTS in cells in presence of CPT; Potency, µM (top dose mostly 46.2 µM), for inactives: at the highest dose activity change, negative = growth inhibition, hits mostly inhibitors; chicken DT40 Tdp1-/-;hTDP1 cells + 20 nM CPT, ATP luminescence, 48 h; 420,000 compounds, 12% hits; AID 686979, 2013; further: nearly all actives have a fitted effect of over 55% in size
#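 Chicken DT40 Tdp1-/- cells complemented with human TDP1, 400 cells/well, exposed to compounds plus 20 nM camptothecin for at least 48 h at 37 C; viability read as ATP content by CellTiter-Glo luminescence.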
# DT40 TDP1 no CPT: qHTS for Inhibitors of human tyrosyl-DNA phosphodiesterase 1 (TDP1): qHTS in cells in absence of CPT; DT40 Tdp1-/- hTDP1 cells, no CPT, ATP luminescence, 48 h; Potency, µM (doses to about 46.2 µM), inactives show at the highest dose activity change, negative = growth inhibition, actives largely listed as inhibitors; 420,000 compounds, 15% hits; further: nearly all actives have a fitted effect of over 55% in size
#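 Stably hTDP1-transfected Tdp1-null chicken DT40 cells were treated with library compounds minus camptothecin and grown for at least 48 hr at 37 °C, after which cellular ATP was quantified by luminescence.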
# Starred values were filed as active, the others as inactive; ? = inconclusive; . = no result given; & = joins results of further samples; [ ] = remark or other dose. The call rests on the fitted dose curve; in most records, active means well fitted curve in the direction sought with a large enough effect; inconclusive means small, poorly fitted or top-dose-only effect, or another doubt; inactive means no such curve, though single readings can be large; an effect the other way counts as inactive or inconclusive. On the % scale 0 is the no-effect control and ±100 the full control effect; potency means the concentration at half of the fitted maximal effect. Rows are unselected; any-hit rate near 18%.
SMILES,TDP1 inh,TDP1 cell CPT,DT40 TDP1 no CPT
O=C(NCC(=O)N(Cc1ccco1)C(C(=O)NC1CCCCC1)c1cccnc1)c1cccs1 (stereo not given),5%,-12%,0%
COc1ccc(CCNC(=O)C(=O)N2CCCCC2)cc1OC,5%,-17%,-2%
CCOP(=O)(OCC)C(NC(=O)Nc1ccc(Cl)cc1)C(=O)N(CC)CC (stereo not given),-6%,-11%,?
CC12CCC(=O)C=C1CCC1C3CC(O)C(O)(C(=O)CO)C3(C)CC(O)C12F (stereo not given),.,5%,4%
O=C(COC(=O)CCCC1=NS(=O)(=O)c2ccccc2N1)Nc1ccccc1,5%,-12%,32%[activator]
CCC1=NN2C(=N)/C(=C\c3ccc(OCCOc4ccccc4OC)cc3)C(=O)N=C2S1,.,7%,1%
CCOc1ccccc1NC(=O)/C(C#N)=C/c1c(C)nn(-c2ccc(F)cc2)c1Cl,-1%,13µM*,-20%
c1ccc2sc(N3CCN(Cc4nnnn4CC4CCCO4)CC3)nc2c1 (stereo not given),6%,?,-11%
CC1CCc2onc(C(=O)N3CCN(c4ccc(F)cc4)CC3)c2C1 (stereo not given),0%,?,?
O=C(Cn1cc(C(F)(F)F)ccc1=O)Nc1ccccc1,0%,-3%,-6%
Cc1ccc(NC(=O)CN2C(=O)COc3ccc(S(=O)(=O)NC4CCCC4)cc32)c(Cl)c1,9%,-26%,?
CC(CNC(=O)CN1C(=O)NC2(CCOc3ccccc32)C1=O)c1ccccc1 (stereo not given),0%,15µM*,?
COc1cc(NC(=O)CC2C(=O)N(c3cccc(C)c3)C(=O)N2Cc2ccco2)cc(OC)c1 (stereo not given),8%,?,23µM*
CCCc1nn2c(=O)cc(COC(=O)c3ccc4c(c3)OCO4)nc2s1,8%,?,?
O=S(=O)(c1ccc2nc(Nc3cccc(F)c3)ccc2c1)N1CCCC1,5%,23µM*,?
O=C(NC(=S)Nc1cccc(F)c1)c1cccc([N+](=O)[O-])c1,.,0%,-18%
O=[N+]([O-])c1cccc(S(=O)(=O)N2CCc3ccccc3C2)c1,.,3%,0%
O=C(COc1ccc(Cl)cc1)Nc1ccc(-c2nc3cc(Cl)ccc3o2)c(O)c1,5%[12.3 µM],-17%,-19%
Cc1ccc(C(=O)NCCc2c[nH]c3ccccc23)s1,.,?,?
COc1ccccc1Cc1c(-c2ccco2)nc2ccc(Br)cn12,.,10µM*,21µM*
Cn1c(CN2CCCC2)nc2cc(NC(=O)Nc3ccccc3)ccc21,7%,3%,-2%
CCN(CC)C(=O)COc1ccc2c(c1)C(=O)CC(C)(C)O2,-3%,-18%,2%
CCCCCCCCc1nc(SC(C)C(=O)O)n[nH]1 (stereo not given),5%,2%,3%
COc1ccc(CCNC(=O)c2c(C)noc2C)cc1,4%,-5%,2%
CC(C)(C)c1ccc(OCC(=O)N2CCC(c3nc4ccccc4s3)CC2)cc1,3%,?,?
Cc1nn(Cc2ccccc2)c(C)c1NC(=O)c1cccs1,3%,-10%,-9%
CC(NC(=O)c1ccc(Cl)c(Cl)c1)c1ccc(-c2ccccc2)cc1 (stereo not given),.,?,?
COc1ccc2cc(-c3ccccc3F)ncc2c1,-10%,?,?
CC(=O)c1cccc(NC(=O)C(C)N2CCc3ccccc3C2)c1 (stereo not given),1%,4%,-20%
O=C1C(=Cc2ccccc2O)SC(=S)N1CCCN1CCOCC1,.,?,9.2µM*
O=C(NC1CCN(C(=O)Nc2ccc(F)cc2)CC1)c1ccc(F)cc1,2%,-5%,-8%
Cc1ccc(C)c(C(=O)COC(=O)c2cc([N+](=O)[O-])ccc2N2CCOCC2)c1,0%,?,?
NC(=O)C1(N2CCCCC2)CCN(C(=O)NC23CC4CC(CC(C4)C2)C3)CC1,0%,4%,11%
CCN(CC)S(=O)(=O)c1cc(C(=O)Nc2cccnc2)ccc1Cl,-9%,-21%,-14%
CCOC(=O)CCSCC(=O)Nc1cc(C)on1,8%,-2%,2%
COc1ccc(C2=NOC(C(=O)NCCCn3ccnc3)C2)cc1 (stereo not given),6%,-5%,-20%
COc1ccc(C(=O)N2CCC(C(=O)NC3CC3)CC2)cc1,1%,17%,11%
O=C(CCN1C(=O)COc2ccccc21)NCCCN1CCN(c2ccccc2F)CC1,-2%,18µM*,?
Cc1cc(C)n2nc(SCC(=O)NC3CCCCC3C)nc2n1 (stereo not given),1%,2%,-12%
CNc1nc2c(c(=O)[nH]c(=O)n2C)n1CCCc1ccccc1,.,31%[activator],6%
Cc1cc2c(cc1S(=O)(=O)NCc1ccccc1)NC(=O)CO2,.,8%,-13%
COc1ccc(C(=O)N2CCOC23CCN(c2ncccn2)CC3)cc1,-4%,-4%,-31%
O=C1C(=O)N(CCN2CCOCC2)C(c2ccccn2)/C1=C(/O)c1ccccc1 (stereo not given),-4%,-1%,-8%
CC(C)N(C(=O)c1ccc(-c2ccccc2F)cc1)C(C)C,-3%,?,?
COc1cccc(CNC(=O)c2ccc(-c3nc(COc4ccccc4)c(C)o3)cc2)c1,6%,15µM*,9.2µM*
c1ccc2c(c1)nc1n2CCS1,4%,-2%,4%
Cc1cccc(-n2[nH]c3c4c(ccc3c2=O)C(=O)c2ccccc2C4=O)c1,5%,21µM*,?
O=C(NC1CCCCC1)c1ccc(-c2ccccc2[N+](=O)[O-])o1,7%,-17%,-27%
CCOc1ccc(NC(=O)CC(NC(C)=O)c2ccccc2)cc1S(=O)(=O)N1CCCC1 (stereo not given),2%,-3%,-15%
Cc1cccc(C)c1NC(=O)C1CCCN1C(=O)Nc1cccc(F)c1 (stereo not given),0%,-12%,-3%
COc1cccc(NC(=O)CN2C(=O)C(c3ccc(C)cc3)=NC23CCCCCC3)c1,1%,?,?
CC(=NNC(=S)N(Cc1ccccn1)Cc1ccccn1)c1cnccn1,.,0.58µM*,0.82µM*
CC(C)NC(=O)N1CCCC2(CCN(C(=O)c3ccco3)CC2)C1,.,0%,-5%
Nc1cc(C(Cl)=C(Cl)Cl)c(S(N)(=O)=O)cc1S(N)(=O)=O,-7%&9%[56.1 µM],2%,1%
C[C@@H](NC(=O)CN1C(=O)c2ccccc2S1(=O)=O)c1ccccc1,5%,7%,3%
CCC1(CC)C(=O)N=C2c3ccccc3C(=O)N21,-6%,6%,-14%
NC(=O)C1(N2CCCCC2)CCN(S(=O)(=O)c2ccccc2)CC1,.,-4%,-4%
CCCn1c(=O)c2ccccc2n2c(SCC(=O)c3ccccc3)nnc12,7%,?,?
CN(C)c1ccc(NC(=O)CCCCCn2nnc3ccccc3c2=O)cc1,.,-10%,?
Cc1c(C(=O)NCc2cccnc2)sc2ncn(CC(=O)N3CCCCC3C)c(=O)c12 (stereo not given),0%,-9%,-19%

# New compounds follow:
SMILES,TDP1 inh,TDP1 cell CPT,DT40 TDP1 no CPT
CC1CCCC(C)N1C(=O)COC(=O)c1cc(F)c(F)cc1Cl (stereo not given),-2%,-5%,8%
CCn1nc(C(=O)Nc2ccc(Cl)c(S(=O)(=O)N3CCOCC3)c2)c2ccccc2c1=O,1%,?,16µM*
Cc1ccc(S(=O)(=O)/N=C(\N)c2ccc(Cl)cc2)cc1,.,-23%,?
Cc1cccc2c(=O)cc(CSc3ccccc3NC(=O)c3cccc(Br)c3)[nH]c12,8%,-28%,?
COc1ccc(CNC(=O)c2c(-c3c(F)cccc3Cl)noc2C)cc1,.,-2%,?
COc1cc(/C=N\NC(=O)C2COc3ccccc3O2)cc(OC)c1O (stereo not given),.,0%,-3%
COc1cccc(/C(O)=C2/C(=O)C(=O)N(c3cc(C)on3)C2c2cccs2)c1 (stereo not given),0%,?,3.7µM*
CCC(C)NC(=O)c1ccccc1SC (stereo not given),0%,17%,-3%
CC(C)C(=O)NC(NCC1CCCO1)C(Cl)(Cl)Cl (stereo not given),2%,-7%,-10%
O=c1[nH][nH]cc1C=Nc1ccccc1Cl,2%,-7%,-4%
Nn1cc(-c2ccccc2)nc1SCC(=O)NCC(F)(F)F,1%,-15%,13%
CCOC(=O)C1=CCN(S(=O)(=O)c2ccc(F)cc2)C1c1ccc(F)cc1 (stereo not given),.,?,15µM*
COc1ccccc1NS(=O)(=O)c1ccc(C(=O)NCC(c2ccco2)N2CCCCC2)cc1 (stereo not given),.,15µM*,-25%
CC(=O)n1ccnc1,.,0%,-4%
CN(C)S(=O)(=O)c1ccc(N2CCCC2)c(C(=O)Nc2nc3ccc(F)cc3s2)c1,7%,-21%,-30%
Cc1cc(C(=O)OCC(=O)NC2CCC(C)CC2)c(C)o1 (stereo not given),1%,-19%,-7%
O=C1CS/C(=N/N=C/c2ccccc2OS(=O)(=O)c2ccccc2)N1,1%,1µM*,1µM*
Cc1cccc(S(=O)(=O)NC(=O)C2(C)CCN2C(=O)c2cccc(F)c2)c1 (stereo not given),.,-7%,-4%
COc1cc(CCC(=O)OCC(=O)Nc2ncc(Cl)cc2Cl)cc(OC)c1OC,1%,-12%,6%
CC1Cc2ccccc2N1C(=O)CSc1nnc2c(n1)[nH]c1ccccc12 (stereo not given),6%,?,21µM*
O=C(c1ccco1)N1CCN(c2ncnc3scc(-c4cccs4)c23)CC1,6%,18µM*,13µM*
CCOC(=O)c1ccc2c(c1)nc(SCC(=O)NC(C)C)n2CC,10%,?,-2%
CC(=O)Nc1cccc(NC(=O)C(=O)c2cn(CC(=O)N3CCCC3)c3ccccc23)c1,.,?,?
COc1ccc(-c2csc(NC(=O)C3=COCCO3)n2)cc1OC,-1%,?,?
CC[C@@H]1CCC[C@@H](O)[C@@H](C)C(=O)O[C@H](C)[C@@H](C)C/C=C(C)/C(OC)=C\C(=O)N(C)C([C@@H](C)CC)C(=O)N(C)[C@@H](C(C)C)C(=O)N(C)[C@@H](COC)C(=O)N2CCC[C@H]2C(=O)N(C)[C@@H](C(C)C)C(=O)N2CCC[C@H]2C(=O)O1 (stereo not given in full),.,0.15µM*,0.21µM*
COc1cccc(C(=O)N(C)CC(=O)Nc2ccc(F)c(F)c2F)c1,.,-13%,-12%
COc1ccc(F)cc1-c1cc(NC=O)c2ncc(-c3cccc(C(F)(F)F)c3)n2c1,.,5.2µM*,4.6µM*

# Entries shown so far that contain a Cl atom:
SMILES,TDP1 inh,TDP1 cell CPT,DT40 TDP1 no CPT
CCOP(=O)(OCC)C(NC(=O)Nc1ccc(Cl)cc1)C(=O)N(CC)CC (stereo not given),-6%,-11%,?
CCOc1ccccc1NC(=O)/C(C#N)=C/c1c(C)nn(-c2ccc(F)cc2)c1Cl,-1%,13µM*,-20%
Cc1ccc(NC(=O)CN2C(=O)COc3ccc(S(=O)(=O)NC4CCCC4)cc32)c(Cl)c1,9%,-26%,?
O=C(COc1ccc(Cl)cc1)Nc1ccc(-c2nc3cc(Cl)ccc3o2)c(O)c1,5%[12.3 µM],-17%,-19%
CC(NC(=O)c1ccc(Cl)c(Cl)c1)c1ccc(-c2ccccc2)cc1 (stereo not given),.,?,?
CCN(CC)S(=O)(=O)c1cc(C(=O)Nc2cccnc2)ccc1Cl,-9%,-21%,-14%
Nc1cc(C(Cl)=C(Cl)Cl)c(S(N)(=O)=O)cc1S(N)(=O)=O,-7%&9%[56.1 µM],2%,1%
CC1CCCC(C)N1C(=O)COC(=O)c1cc(F)c(F)cc1Cl (stereo not given),-2%,-5%,8%
CCn1nc(C(=O)Nc2ccc(Cl)c(S(=O)(=O)N3CCOCC3)c2)c2ccccc2c1=O,1%,?,16µM*
Cc1ccc(S(=O)(=O)/N=C(\N)c2ccc(Cl)cc2)cc1,.,-23%,?
COc1ccc(CNC(=O)c2c(-c3c(F)cccc3Cl)noc2C)cc1,.,-2%,?
CC(C)C(=O)NC(NCC1CCCO1)C(Cl)(Cl)Cl (stereo not given),2%,-7%,-10%
O=c1[nH][nH]cc1C=Nc1ccccc1Cl,2%,-7%,-4%
COc1cc(CCC(=O)OCC(=O)Nc2ncc(Cl)cc2Cl)cc(OC)c1OC,1%,-12%,6%
